TEAD-YAP inh: TEAD-YAP interaction inhibition, primary screen, TEAD-YAP interaction inhibitor project, luminescence, HEK-TIYL cells | TEAD-Gal4/YAP UAS-luciferase luminescence | inhibition, % at 9.12 µM | actives 1.4% (n = 640,000) | AID 1259422, 2018; in the data active means inhibition above about 32%;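 further: 0% = median of test compound wells and 100% = reference inhibitor wells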
GPR151 activ: activators of human GPR151, primary screen, cell-based, PathHunter beta-arrestin, luminescence; G-protein coupled receptor 151 (Homo sapiens), Q8TDV0; actives 1% (n = 650,000); PathHunter beta-arrestin GPR151 cells; activation, % at 11.2 µM; in the data active means activation above about 4.9%;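 further: 0% = median of compound wells and 100% = cells with positive control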
Target sequence (Q8TDV0 whole entry, looked up): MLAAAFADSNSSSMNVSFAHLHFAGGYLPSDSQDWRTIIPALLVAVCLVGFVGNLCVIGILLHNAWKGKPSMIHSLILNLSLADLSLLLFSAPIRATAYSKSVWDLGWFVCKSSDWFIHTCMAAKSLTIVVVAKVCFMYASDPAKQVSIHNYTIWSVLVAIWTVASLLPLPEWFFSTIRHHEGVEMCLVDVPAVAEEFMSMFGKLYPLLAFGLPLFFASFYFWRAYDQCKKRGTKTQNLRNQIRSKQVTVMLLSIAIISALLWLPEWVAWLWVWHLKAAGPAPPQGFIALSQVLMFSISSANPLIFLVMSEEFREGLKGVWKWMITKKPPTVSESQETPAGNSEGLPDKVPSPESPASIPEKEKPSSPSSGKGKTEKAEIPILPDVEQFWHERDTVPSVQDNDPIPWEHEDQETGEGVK
FBW7 act: FBW7 E3 ligase activators, primary screen, biochemical, AlphaScreen, human; AlphaScreen FBW7–phospho-cyclin E peptide binding, activator screen; actives 0.13% (n = 650,000); normalized activity (activation), % at 26.1 µM; AID 1259310, 2017; F-box/WD repeat-containing protein 7 (Homo sapiens), Q969H0; in the data active means normalized activity above about 1.9%;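 further: purified mutant Fbw7 with reduced substrate affinity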
MITF primary: MITF inhibitors, primary screen, biochemical, AlphaScreen, human; actives 0.91% (n = 650,000); inhibition, % at 2.6 µM; Microphthalmia-associated transcription factor (Homo sapiens), O75030; AlphaScreen MITF homodimerization, bead proximity signal; AID 1259374, 2018; in the data active means inhibition above about 50%;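 further: 0% = vehicle wells with protein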
Target sequence (O75030 whole entry, looked up): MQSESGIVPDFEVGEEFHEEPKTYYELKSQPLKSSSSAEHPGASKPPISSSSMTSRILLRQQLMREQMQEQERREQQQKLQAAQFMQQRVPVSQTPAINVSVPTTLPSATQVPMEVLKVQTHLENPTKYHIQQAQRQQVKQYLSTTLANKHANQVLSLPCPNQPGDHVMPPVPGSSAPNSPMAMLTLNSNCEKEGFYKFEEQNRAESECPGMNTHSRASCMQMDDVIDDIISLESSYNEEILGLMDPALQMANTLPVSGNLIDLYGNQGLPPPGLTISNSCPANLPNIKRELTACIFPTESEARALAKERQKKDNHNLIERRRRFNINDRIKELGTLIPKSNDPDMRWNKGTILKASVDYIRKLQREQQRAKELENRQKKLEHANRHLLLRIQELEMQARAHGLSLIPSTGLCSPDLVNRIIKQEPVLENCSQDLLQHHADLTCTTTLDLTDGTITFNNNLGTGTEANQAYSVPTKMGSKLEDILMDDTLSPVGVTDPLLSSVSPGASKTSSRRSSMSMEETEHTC
An asterisk follows results filed as active.

SMILES | TEAD-YAP inh | GPR151 activ | FBW7 act | MITF primary
Cc1cc(NC(=O)NC(=O)c2ccc(Cl)c(Cl)c2)n[nH]1 | -8 | 6.6* | 0.0 | -5
Cc1cc(NC(=O)c2n[nH]c(=O)c3ccccc23)no1 | 11 | -1.9 | -0.1 | 6
COc1cc(C(=O)NNc2ccccc2)cc(OC)c1OC | 12 | 0.8 | -0.1 | -22
CCOC(=O)c1ccc(NC(=S)NC(=O)c2cccs2)cc1 | -6 | 1.8 | 0.1 | 4
CCOC(=O)C1CCN(c2c(Nc3ccc(C)c(F)c3)c(=O)c2=O)CC1 | -10 | -0.2 | -0.2 | -1
Cc1ccc2c(c1)c(C)c(C)n2CC(O)CN1CCOCC1 (configuration not stated) | 11 | 0.3 | -0.1 | 6
N#CC1=C(N)Oc2n[nH]c(-c3ccccc3)c2C12C(=O)Nc1ccc(Cl)cc12 (configuration not stated) | 7 | -0.4 | 0.2 | 13
O=C(Nc1ccc(Cl)cc1)c1nn2c(C(F)(F)F)cc(-c3ccc(Br)cc3)nc2c1Br | -1 | -0.3 | 0.0 | 0
CS(=O)(=O)N(CC(=O)N1CCC(Cc2ccccc2)CC1)c1cccc2ccccc12 | 10 | 1.9 | 0.0 | -10
Cc1ccc(C(=O)N2CCN(c3cccc(Cl)c3)CC2)cc1[N+](=O)[O-] | 10 | 0.3 | -0.3 | 7
COc1ccc(CN(C(=O)c2ccccc2F)C2CCS(=O)(=O)C2)cc1OC (configuration not stated) | -7 | 0.2 | 0.0 | -1
COc1cc([C@@H]2Nc3c(C)cccc3[C@@H]3C=CC[C@@H]32)cc(Br)c1OC | -4 | 0.0 | -0.1 | -4
Cc1ccc(C(=O)N/C(=C/c2ccco2)C(=O)Nc2cccc(C)c2)cc1 | 1 | 0.1 | 0.2 | 12
CN1CC(=O)N(CC(=O)NC2CCCCC2)C1=O | 3 | 1.9 | 0.1 | 7
O=C(Nc1nc2c(s1)CCCC2)c1ccc(-c2ccccc2)cc1 | -78 | -2.3 | 0.0 | -8
Cc1ccc(N2C(=O)CC(Sc3ncn[nH]3)C2=O)cc1 (configuration not stated) | -3 | 0.4 | 0.0 | 1
CSc1ccc(NC(=O)C2CC23CCN(C(=O)/C=C/c2ccccc2)CC3)cc1 (configuration not stated) | 3 | -1.2 | -0.2 | 13
CCCCCC(=O)Nc1ncc2c(n1)CC(c1cc(OC)c(OC)c(OC)c1)CC2=O (configuration not stated) | 5 | 0.5 | 0.0 | 5
CCCN1C(=O)CCc2cc(NS(=O)(=O)c3ccc(OCC(C)C)cc3)ccc21 | -4 | -1.7 | 0.5 | 20
CC(=O)N1CCc2ccc(NC(=O)Cc3cccc(C)c3)cc2C1 | -5 | 1.5 | -0.1 | 7
CCOc1ccc2nc(N3CCc4ccccc4C3)sc2c1 | -27 | -0.5 | 0.0 | 0
N#Cc1c(NC(=O)c2ccc(S(=O)(=O)N3CCc4ccccc4C3)cc2)sc2c1CCCCC2 | 12 | 1.3 | 0.0 | 0
CCOC(=O)c1sc2nc(SCc3cccc(F)c3)n(CCC3=CCCCC3)c(=O)c2c1C | -5 | 0.7 | -0.1 | -2
Cc1c(Cl)cccc1NS(=O)(=O)c1ccc(NS(C)(=O)=O)cc1 | 4 | 1.0 | -0.1 | 4
O=c1c(-c2ccccc2)c(C(F)(F)F)oc2c(CN3CCOCC3)c(O)ccc12 | 16 | -0.7 | 0.2 | 11
CCC(CC)CN1CCC(C2(C)NC(=O)N(Cc3ccsc3)C2=O)CC1 (configuration not stated) | -2 | 0.7 | 0.6 | 3
O=C(CSc1nc2ccsc2c(=O)n1-c1ccc(F)cc1)NC1CCCCC1 | -16 | -1.0 | 0.0 | -7
Cc1[nH]n(-c2ccccc2)c(=O)c1C=Nc1ccccc1Br | 3 | 1.3 | 0.0 | 8
Cc1noc(NS(=O)(=O)c2ccc(NC(=O)COc3ccc(Cl)cc3)cc2)c1C | 9 | 2.4 | 0.0 | -4
O=C1c2ccccc2C(=O)N1/N=C/c1ccc(Br)s1 | -12 | -0.5 | 0.3 | 9
CCOc1cc(C2C(C(=O)OC3CCCCC3)=C(C)NC3=C2C(=O)CC(C)(C)C3)cc(Br)c1O (configuration not stated) | 4 | 0.4 | 0.1 | 21
O=C(NCCCN1CCOCC1)c1ccc2c(=O)n(Cc3ccccc3)c(=S)[nH]c2c1 | 0 | 0.4 | -0.2 | 7
CC1=C(C(=O)Nc2ccc(Cl)cc2)C(c2c(F)cccc2Br)n2ncnc2N1 (configuration not stated) | -2 | 0.3 | 0.1 | 10
COc1ccc(C2C(C(N)=O)=C(C)Nc3ncnn32)cc1OC (configuration not stated) | -3 | 5.1* | 0.0 | 3
COc1cccc(OCC(=O)OC2CCS(=O)(=O)C2)c1 (configuration not stated) | 7 | -0.3 | 1.0 | 3
Nc1c(C(=O)Nc2cccc(F)c2)sc2nc3c(c(-c4ccco4)c12)CCCC3 | -7 | -0.6 | -0.1 | -7
COc1ccc(S(=O)(=O)Nc2cccc(NS(=O)(=O)c3ccc(OC)cc3)c2)cc1 | 1 | 0.2 | 0.1 | 11
COc1ccc(/C=C2/SC(=S)N(CC(=O)Nc3ccc(O)cc3)C2=O)cc1OC | -5 | 2.2 | -0.2 | -6
O=C(COC(=O)c1ccccc1Br)NC(=O)NC12CC3CC(CC(C3)C1)C2 | -4 | 1.6 | 0.4 | 14
CCc1ccccc1NC(=S)N(CCN1CCCCCC1)Cc1cccs1 | 9 | -0.5 | -0.1 | 3
COc1ccc(Cl)cc1NC(=O)c1ccc(N(C)C)cc1 | -12 | -0.5 | 0.3 | 1
COC(=O)c1cc(COc2ccc(S(=O)(=O)N3CCOCC3)cc2[N+](=O)[O-])oc1C | 6 | -0.2 | 1.1 | 19
CN(C)CCCNC(=O)/C=N/O | -4 | -0.8 | 0.0 | -7
COc1ccc2nc(NC(=O)C3CC(=O)N(c4ccc(C)cc4)C3)sc2c1 (configuration not stated) | 16 | 3.9 | 0.0 | -6
Cc1ccc(C)c(NC(=O)CS(=O)(=O)c2cn(C)c3ccccc23)c1 | -10 | -0.7 | 0.0 | 0
Cc1ccccc1N1C(=O)c2ccc(C(=O)OCc3cc(=O)n4ccsc4n3)cc2C1=O | -7 | -0.8 | -0.1 | -2
CCCCOC(C)n1ccc(=O)[nH]c1=O (configuration not stated) | 5 | 1.7 | 0.1 | 9
CC(=O)c1cccc(NC(=O)N2CCCC(c3nc4ccc(C)cc4[nH]3)C2)c1 (configuration not stated) | 6 | 0.4 | 0.2 | 1

Part of the list above, with values under each structure.
Each structure is followed by: TEAD-YAP inh, GPR151 activ, FBW7 act, MITF primary
COc1ccc(Cl)cc1NC(=O)c1ccc(N(C)C)cc1
 : -12, -0.5, 0.3, 1
CN(C)CCCNC(=O)/C=N/O
 : -4, -0.8, 0.0, -7
CCCCOC(C)n1ccc(=O)[nH]c1=O (configuration not stated)
 : 5, 1.7, 0.1, 9

Going on with the list:
SMILES | TEAD-YAP inh | GPR151 activ | FBW7 act | MITF primary
Cc1ccc(NC(=O)c2ccccc2NC(=O)c2cc(=O)c3ccccc3o2)c(C(=O)c2ccccc2)c1 | 0 | 0.2 | 0.9 | -9
CCn1c(=O)c2ccccc2n2c(SCC(=O)N3c4ccccc4CC3C)nnc12 (configuration not stated) | 0 | -0.8 | -0.1 | -7
CC1(C)Cc2ccccc2-c2nnc(-c3cccc(O)c3)n21 | -5 | -0.2 | 0.1 | 1
O=C(O)[C@H](Cc1cc2ccccc2[nH]1)N1C(=O)c2ccccc2C1=O | 4 | -0.7 | 0.6 | 15
CC(=O)N/C(=C\c1ccc(F)cc1)C(=O)N1CCCC1C(=O)O (configuration not stated) | -2 | 3.1 | 0.0 | 0
CCOC(=O)CCCc1ccc(/C=N/NC(N)=O)s1 | -2 | 2.2 | 0.0 | 3
S=C(Nc1ccc(-c2n[nH]c(=S)o2)cc1)N1CCOCC1 | -4 | 2.0 | -0.3 | -16
Cc1ccc(CCNC(=O)C2C3C=CC4(CN(Cc5ccccc5Cl)C(=O)C24)O3)cc1 (configuration not stated) | -2 | 0.1 | -0.2 | 1
N/C(=N\c1nc2ccccc2o1)NC(=O)c1ccccc1N | -24 | -0.3 | 0.5 | 9
COc1ccccc1C(=O)Oc1ccc(C)cc1-n1nc2ccccc2n1 | -51 | -8.6 | 0.2 | 16
N=c1ccn(CC(=O)N2CCCc3ccccc32)c2ccccc12 | 7 | -0.1 | -0.1 | 15
CC(=O)c1sc(NC(=O)c2cc(=O)c3ccccc3o2)nc1C | -16 | -7.3 | 0.0 | 0

Complete entries, looked up by structure. Order of screens: TEAD-YAP inh | GPR151 activ | FBW7 act | MITF primary
Entry for `CCOC(=O)CCCc1ccc(/C=N/NC(N)=O)s1` → -2 | 2.2 | 0.0 | 3
Entry for `Cc1ccc(CCNC(=O)C2C3C=CC4(CN(Cc5ccccc5Cl)C(=O)C24)O3)cc1` (configuration not stated) → -2 | 0.1 | -0.2 | 1
Entry for `CC1(C)Cc2ccccc2-c2nnc(-c3cccc(O)c3)n21` → -5 | -0.2 | 0.1 | 1
Entry for `N/C(=N\c1nc2ccccc2o1)NC(=O)c1ccccc1N` → -24 | -0.3 | 0.5 | 9
Entry for `COc1ccccc1C(=O)Oc1ccc(C)cc1-n1nc2ccccc2n1` → -51 | -8.6 | 0.2 | 16

(next part)
SMILES | TEAD-YAP inh | GPR151 activ | FBW7 act | MITF primary
CNC(=O)CN(Cc1ccccc1)S(=O)(=O)c1ccc(OC)cc1 | -5 | -0.4 | 0.2 | 4
CCCNc1nc(-c2c(C)nn(C)c2C)nc2nc[nH]c12 | -6 | 1.2 | 0.0 | 7
CC(C)N1CCNC(=O)C1CC(=O)NCc1cc(F)cc(C(F)(F)F)c1 (configuration not stated) | 0 | -0.4 | 0.0 | 0
CCC1CCCCN1Cn1nc2c(Cl)cc(Cl)cn2c1=S (configuration not stated) | 8 | 2.8 | 0.0 | -7
CC1=C(C(=O)Nc2ccccn2)C(c2cc(C)sc2C)C2=C(CC(C)(C)CC2=O)N1 (configuration not stated) | 10 | -0.6 | -0.1 | -10
CCOc1cccc(OCCOCCOc2ccc([N+](=O)[O-])cc2)c1 | 2 | -1.7 | 0.3 | -5
CCOc1ccc(N2C(=O)/C(=C/c3ccccc3OC)C(=O)NC2=S)cc1 | 14 | 0.9 | 0.0 | 1
Cc1cc(C(=O)/C=C/N(C)C)c(C)s1 | -6 | 0.1 | -0.1 | 1
O=c1c2ccccc2nnn1Cc1ccccc1 | 9 | -1.7 | 0.3 | 0
Cc1ccccc1NC(=O)CC1SCCNC1=O (configuration not stated) | 0 | -0.6 | 0.1 | -3
Cc1ccc(C(C)C)c(OCC(=O)Nc2ccc(C)c(Cl)c2)c1 | -2 | 0.6 | 0.5 | -7
COc1cc(Nc2nccc(NC3CCN(Cc4ccccc4)CC3)n2)cc(OC)c1OC | 6 | 0.8 | 0.1 | 18
Cn1cc(S(=O)(=O)NCc2cccnc2)c(=O)n(C)c1=O | 1 | 1.5 | -0.3 | -8
COc1ccccc1-n1c(SCC(=O)N2CCCC2)nc2c(sc(=S)n2-c2ccc(Cl)c(C)c2)c1=O | -3 | 0.4 | -0.1 | -5
CCc1nnc(NC(=O)CS(=O)(=O)Cc2ccccc2)s1 | 10 | 0.5 | -0.2 | 9
N#CCNC1CC(=O)N(c2ccccc2)C1=O (configuration not stated) | -1 | 0.2 | 0.0 | 3
CCc1ccccc1NC(=O)CN(c1ccc(C)cc1)S(=O)(=O)c1ccc(OC)c(OC)c1 | -4 | -1.2 | 0.2 | -12
CCOCC(=O)Nc1ccc(C(C)=O)cc1 | -12 | -0.6 | -0.1 | -15
CCOC(=O)C(C)Oc1noc2nc(-c3ccccc3)ccc12 (configuration not stated) | 9 | 1.7 | 0.1 | -2
CCC1(C)NC(=O)N(Cc2ccccc2C)C1=O (configuration not stated) | 1 | 1.6 | 0.1 | 4
Cc1ccc(O)c(NC(=O)CN2C(=O)c3ccc([N+](=O)[O-])cc3C2=O)c1 | 6 | 0.1 | 0.0 | -1
N=C1S/C(=C\c2ccc(-c3ccccc3[N+](=O)[O-])o2)C(=O)N1c1nccs1 | -2 | -1.2 | 0.2 | 6
N#Cc1ccc(-c2ccccc2)nc1SCC(=O)c1ccc(O)c(O)c1 | 13 | 0.6 | -0.2 | 1
Cc1cc(C)cc(OCC(=O)Nc2ccc(S(=O)(=O)N(C)C)cc2)c1 | 1 | 1.8 | -0.1 | -2
CCOC(=O)COc1ccccc1/C=N/NC(=O)COc1ccc(C)cc1 | -1 | -0.6 | 0.1 | 3
CC(C)NC(=O)c1cc(-c2ccccc2O)on1 | -36 | 0.1 | -0.1 | 0
COC(=O)[C@@H]1C[C@H](NC(=O)c2ccccc2F)CN1Cc1cccc(F)c1 | 2 | 0.0 | 0.3 | 9
COc1cc(C(=O)O)c(-n2c(C)ccc2C)cc1OC | 0 | -0.9 | -1.3 | 72*
COc1ccc(-c2c(=O)n(OCc3c(F)cccc3F)c3ccccc3[n+]2[O-])cc1OC | 8 | -1.1 | 0.0 | 15
Cc1ccc(-c2cc(C)n3nc(N4CCOCC4)c(C#N)c3n2)cc1 | 0 | 0.7 | 0.1 | 4
O=C(Cc1cccs1)N/N=C/C=C\c1ccco1 | -28 | 2.5 | 0.1 | 11
